From PubChem BioAssay
Mdm2-MdmX inh = disrupts the human Mdm2-MdmX interaction; hit rate 3% among 330,000; O15151+Q00987; AID 485346; SaOS-2 split-luciferase Mdm2/MdmX complementation, luminescence; inhibition, % at 8 µM;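 active = inhibition of at least 50% at 8 µM in the primary screen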
Target sequence (O15151 whole entry, looked up): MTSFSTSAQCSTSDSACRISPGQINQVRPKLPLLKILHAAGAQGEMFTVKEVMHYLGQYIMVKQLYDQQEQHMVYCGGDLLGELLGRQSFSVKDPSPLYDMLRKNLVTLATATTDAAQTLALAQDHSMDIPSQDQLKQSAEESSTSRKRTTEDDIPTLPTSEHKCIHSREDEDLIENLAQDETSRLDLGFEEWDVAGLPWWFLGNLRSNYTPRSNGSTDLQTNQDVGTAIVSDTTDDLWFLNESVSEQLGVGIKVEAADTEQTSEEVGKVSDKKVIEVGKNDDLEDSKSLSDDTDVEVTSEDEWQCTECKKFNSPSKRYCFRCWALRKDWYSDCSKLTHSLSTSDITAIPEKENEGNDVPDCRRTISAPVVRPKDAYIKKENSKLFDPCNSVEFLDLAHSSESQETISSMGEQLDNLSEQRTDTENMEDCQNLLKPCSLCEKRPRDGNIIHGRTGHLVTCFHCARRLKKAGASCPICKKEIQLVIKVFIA
Target sequence (Q00987 whole entry, looked up): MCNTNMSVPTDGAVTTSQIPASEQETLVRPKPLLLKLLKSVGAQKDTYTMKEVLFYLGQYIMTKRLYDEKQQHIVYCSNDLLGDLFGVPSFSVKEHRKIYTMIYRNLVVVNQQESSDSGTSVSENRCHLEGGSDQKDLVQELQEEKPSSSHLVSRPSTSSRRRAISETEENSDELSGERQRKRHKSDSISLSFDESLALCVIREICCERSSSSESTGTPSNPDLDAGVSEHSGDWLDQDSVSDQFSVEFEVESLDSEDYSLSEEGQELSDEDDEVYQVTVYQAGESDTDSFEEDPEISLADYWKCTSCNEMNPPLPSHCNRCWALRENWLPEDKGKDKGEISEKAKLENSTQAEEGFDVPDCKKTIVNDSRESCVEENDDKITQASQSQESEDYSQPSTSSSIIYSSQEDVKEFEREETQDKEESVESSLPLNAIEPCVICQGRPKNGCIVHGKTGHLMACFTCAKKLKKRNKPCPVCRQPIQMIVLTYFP
NLRP3 yeast inh = blocks the NALP3 inflammasome reconstituted in yeast | inhibition, % at 10 µM | hit rate 0.39% among 330,000 | AID 2825 | Yeast reconstituted NLRP3/ASC/caspase-1, beta-gal luminescence, 24 h;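 active = inhibition of 50% or more; inactive = inhibition below 50%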;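 also: plate controls were induced DMSO wells for no effect and uninduced yeast grown without galactose for full effect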
tim10-1 inh = tim10-1 yeast growth inhibition | S. cerevisiae tim10-1 ts strain growth, BacTiter-Glo, 24 h | inhibition, % at 20 µM | hit rate 2.2% among 330,000;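 active = inhibition of at least 40%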;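 also: mutant grown at 25 °C; 0% = DMSO wells with yeast and 100% = wells holding no yeast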
XBP1 UPR activ = activators of adaptive arm of unfolded protein response (XBP1); hit rate 0.33% among 330,000; CHO-XBP1 luciferase reporter, IRE1-XBP1 UPR activation, luminescence; percent of tunicamycin response, DMSO as zero; activation, % at 20 µM;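 active = versus positive control, 20 µM dose yields 30% or more activation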;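 also: 100% = tunicamycin at 10 µg/mL and 0% = DMSO only wells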
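Signal: luciferase luminescence; Assay system: CHO-XBP1 luciferase reporter cells; Amount: one thousand reporter cells per well; Dosing: 20 µM single concentration, DMSO 1%; Benchmarks: high control tunicamycin 10 µg/mL final, low control DMSO vehicle only; Schedule: 6 h compound exposure at 37 °C, 5% CO2; Evaluation: percent activation relative to tunicamycin reference.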
APJ ag = activates the human apelin receptor APJ. activation, % at 20 µM. hit rate 0.11% among 330,000. P35414. CHO-K1 APJ PathHunter beta-arrestin, luminescence; 0% DMSO wells, 100% apelin;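 active = activation more than six SD over the plate average, tested at 20 µM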;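 also: 0% = DMSO alone and 100% = apelin-13 at 10 nM; some results filed as inactive read as strong as hits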
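Assay system: CHO-K1 APJ beta-arrestin complementation cell line / Compound: single test compound dose, 20 µM final, 1% DMSO / Times: overnight seeding, 90 min compound at 25 °C, 1 h detection / Technique: beta-gal luminescence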
TIM10 inh = growth inhibitors of TIM10 yeast strain; hit rate 1.4% among 330,000; inhibition, % at 10 µM; S. cerevisiae TIM10 strain growth, BacTiter-Glo luminescence, 24 h;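 active = inhibition of 40% or more at the single tested concentration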;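 also: wild-type TIM10 isogenic control strain grown at permissive 25 °C; 0% = DMSO yeast wells and 100% = minimal medium wells without yeast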
GRIN3A LBD mod = modulates the human NR3A ligand-binding domain; NR3A LBD differential scanning fluorimetry, Tm shift; 0% = protein alone, 100% = glycine-bound protein; Tm shift relative to glycine control, % at 25 µM; hit rate 2.5% among 340,000; AID 1259313;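 active = melting temperature shift of at least 10% of the positive control shift, at one fixed dose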
tim23-1 inh = tim23-1 yeast growth inhibition | AID 463212 | inhibition, % at 20 µM | S. cerevisiae tim23-1 growth, BacTiter-Glo luminescence, 24 h | hit rate 1.3% among 330,000;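 active = growth inhibition of the mutant yeast at or above 50%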;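 also: temperature-sensitive mutant grown at 25 °C; plate controls were DMSO-treated mutant yeast for no effect and medium wells lacking yeast for full effect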
CHOP UPR activ = apoptotic UPR (CHOP) activation | activation, % at 10 µM | CHO-CHOP luciferase reporter, luminescence; percent of tunicamycin response over DMSO baseline | AID 449763 | hit rate 0.34% among 330,000;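 active = at 10 µM dose, activation of 40% or more, normalized to positive control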;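 also: 100% = tunicamycin at 10 µg/mL and 0% = DMSO alone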
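System: CHO CHOP reporter cells. Amount: 500 cells per well. Buffer or medium: F12 medium, 10% FBS. Compound dosing: one dose, 10 µM in 0.5% DMSO. Incubation: 6 h compound exposure at 37 °C after overnight seeding. Technique: Steady-Glo luciferase luminescence. Benchmarks: tunicamycin and DMSO controls.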
* marks the source's active call; other numbers are inactive results; & = joins results of further samples.

Each structure is followed by: Mdm2-MdmX inh, GRIN3A LBD mod, tim23-1 inh, tim10-1 inh, XBP1 UPR activ, NLRP3 yeast inh, TIM10 inh, CHOP UPR activ, APJ ag
1	CCCCN(CCCC)CCCNC(=O)C1CC(c2cc(C(F)(F)F)cc(C(F)(F)F)c2)=NO1 (stereo unspecified)
→ 16, -2, 9, 2, 1, 5, -9, 0.2, 6
2	c1cncc(-c2cccnc2)c1
→ 7, 2, 0, -2, 3, 11, -8, -0.6, -2
3	Cc1cccc(NC(=O)CNC(=O)c2cccc(-n3cccc3)c2)c1C
→ -8, 2, -13, -25, -1, 13, -8, -0.4, -2
4	Nn1c(SCc2cn3ccccc3n2)nnc1-c1ccncc1
→ 20, 0, 5, -2, 0, -8, -4, -1.1, -2
5	Cc1ccc2c(C)c(C(=O)N(Cc3cccs3)C3CCS(=O)(=O)C3)oc2c1 (stereo unspecified)
→ 4, 1, 21, 19, 0, -3, 38, 0.1, -19
6	O=C(Nc1nnc(-c2cc(Cl)ccc2Cl)o1)c1ccco1
→ 22, -4, 6, -22, -3, 16, -14, 2.0, 6
7	Cc1ccc(NC(=O)N2CCCc3ccccc32)cc1C
→ 20, 0, 13, 19, -3, 24, 17, 4.4, -1
8	Cc1noc(C)c1S(=O)(=O)N(C)C[C@H]1Oc2c(NC(=O)Nc3ccccc3)cccc2C(=O)N([C@H](C)CO)C[C@@H]1C
→ 8, -1, 1, -3, -1, 27, -6, 1.6, -2
9	CC(=O)Nc1cccc(NC(=O)CSc2nc3c(=O)n(C)c(=O)n(C)c3n2C)c1
→ 11, 3, 12, -5, 0, 6, 10, 0.4, 5
10	CCOc1ccc(N2C(=O)S/C(=C\c3cc(OC)c(OC)c(OC)c3)C2=O)cc1
→ 53*, 2, 14, 10, -3, 20, 8, -0.3, 11
11	CCCOc1ccc(C2c3c(oc4cc(C)c(C)cc4c3=O)C(=O)N2CCCN(C)C)cc1 (stereo unspecified)
→ 7, -2, -3, -13, 0, 9, 7, -2.7, -2
12	Cc1ccc(C(=O)NCC(c2ccc(F)cc2)N2CCOCC2)s1 (stereo unspecified)
→ 19, -1, 16, 2, -4, 12, 0, 0.9, -4
13	COc1ccc(CNC(=O)CN(C(=O)c2csnn2)c2cccc3ccccc23)cc1
→ 17, 3, 23, 10, -1, 1, -7, 1.5, -1
14	CCN1C(=O)C2(SC(NC(C)=O)=NN2C(C)=O)c2cc(C)ccc21 (stereo unspecified)
→ 1, 1, -3, 5, 1, -3, 3, -2.6, -4
15	CCC(=O)N1c2ccc(S(=O)(=O)CCC(=O)Nc3nccs3)cc2CC1C (stereo unspecified)
→ 16, -3, 8, 5, -1, 10, 9, -1.7, 0
16	CC1CCN(C(=O)c2ccc(S(=O)(=O)N(C)C)cc2)C(C)C1 (stereo unspecified)
→ 9, 2, 4, 17, 0, -6, 1, 1.3, -4
17	CCOc1cc(NC(=O)C2CC2)c(OCC)cc1NC(=O)c1ccccn1
→ 28, 3, 32, 13, -2, 9, 14, 1.6, 0
18	Cc1ccccc1-c1nc(CN2CCC(C(=O)NCc3ccco3)CC2)c(C)o1
→ 9, 0, 4, 6, 2, -1, 0, -0.8, -6
19	COC(=O)/C(=C\Nc1ccc(Oc2ccc(F)cc2F)nc1)NC(=O)c1ccccc1
→ 1, -1, -18, -8, 5, 15, -16, -0.3, -2
20	N#Cc1ccc(-c2ccccc2)nc1SCC(=O)c1cccc(Cl)c1
→ 2, -7, -8, 31, -1, 9, -30, 0.4, -4
21	CCCn1nc(C(=O)NCCN2CCOCC2)c2ccccc2c1=O
→ 16, 0, -1, -1, -4, 12, -8, -1.9, -6
22	C=CCn1c(=O)c2ccccc2n2c(SCc3c(C(=O)OCC)oc4ccccc34)nnc12
→ 7, 1, 35, 41*, -1, 4, 42*, -0.3, -5
23	O=C(CN1c2ccccc2Sc2ccccc21)NNC(=S)Nc1ccc(Cl)cc1
→ 19, 33*, 21, 38, -2, 23, 31, 0.1, -13
24	O=C(COC(=O)CCN1C(=O)C2CC=CCC2C1=O)NCCc1ccc(F)cc1 (stereo unspecified)
→ 1, 0, -5, -6, 4, -7, -10, 0.0, 2
25	CC1(C)OC2C(O1)[C@@H](CO)O[C@H]2n1cnc2c(N)ncnc21 (stereo partly specified)
→ 16, 0, -11, -23, -3, 12, -6, -0.8, -5
26	O=C(CCc1ccc(S(=O)(=O)NCc2ccccc2)cc1)NCc1ccc2c(c1)OCO2
→ -9, 2, 13, 3, -1, 17, -1, -0.6, 0
27	O=C(CSc1ccccn1)Nc1cccc(NC(=O)CSc2ccccn2)n1
→ -2, 3, 7, 12, -2, 9, 12, -0.9, -4
28	COc1ccc(CCNC(=O)C2CCC(=O)N2Cc2ccccc2Cl)cc1OC (stereo unspecified)
→ 8, 0, 4, 7, -1, 20, -10, -1.0, 0
29	O=C1S/C(=C\c2ccccn2)C(=O)N1Cc1ccccc1F
→ 6, 13*, -6, 10, 0, 0, 7, 0.5, -4
30	CCn1cc([N+](=O)[O-])c(C(=O)Nc2ccn(C34CC5CC(CC(C5)C3)C4)n2)n1
→ -9, -1, 24, 32, -1, 16, 33, 0.8, -1

Record cards, as listed above.
Listed for `O=C(Nc1nnc(-c2cc(Cl)ccc2Cl)o1)c1ccco1` : Mdm2-MdmX inh = 22; GRIN3A LBD mod = -4; tim23-1 inh = 6; tim10-1 inh = -22; XBP1 UPR activ = -3; NLRP3 yeast inh = 16; TIM10 inh = -14; CHOP UPR activ = 2.0; APJ ag = 6
Listed for `COc1ccc(CNC(=O)CN(C(=O)c2csnn2)c2cccc3ccccc23)cc1` : Mdm2-MdmX inh = 17; GRIN3A LBD mod = 3; tim23-1 inh = 23; tim10-1 inh = 10; XBP1 UPR activ = -1; NLRP3 yeast inh = 1; TIM10 inh = -7; CHOP UPR activ = 1.5; APJ ag = -1

Going on with the list:
Each structure is followed by: Mdm2-MdmX inh, GRIN3A LBD mod, tim23-1 inh, tim10-1 inh, XBP1 UPR activ, NLRP3 yeast inh, TIM10 inh, CHOP UPR activ, APJ ag
31	S=c1[nH]nc(-c2cccnc2)n1/N=C/C=C/c1ccco1
→ -5, 0, -5, 14, -1, 10, 0, 1.7, 1
32	O=C(COC(=O)C1CC(=O)N(Cc2ccco2)C1)c1ccc(OC(=O)c2ccccc2)cc1 (stereo unspecified)
→ -7, 4, 15, 38, 8, 5, 24, 4.7, -9
33	COc1ccc(-c2cc(C(=O)NCCN3CCOCC3)c3ccccc3n2)cc1
→ 13, 3, 7, 14, -2, 10, -11, 1.6, 2
34	CSc1cccc(NC(=O)CN(C)S(=O)(=O)c2ccc(F)cc2)c1
→ 2, -3, 22, 20, -1, 11, 0, 2.7, 3
35	Cc1ccc(CN(C)CCc2ccccn2)cc1
→ 3, -2, 20, -3, -1, 21, 6, -0.4, -2
36	CCOc1ccc(N(CC(=O)OC)S(=O)(=O)c2ccc3c(c2)n(C)c(=O)c(=O)n3C)cc1
→ -11, -1, 13, 13, 2, 4, 5, -1.1, -1
37	O=C1CN(C(=S)Nc2ccc(OC(F)F)cc2)CCN1
→ -5, -1, 5, 0, 0, 8, 9, 0.7, -1
38	O=C(O)c1ccc(Cn2cc(/C=C\[N+](=O)[O-])c3ccccc32)o1
→ 16, 2, 8, -9, -5, 13, 11, 1.2, -4
39	COc1ccc(C(=O)CNc2ccccc2Br)cc1
→ -3, 17*, 36, 22, -1, 16, 28, 2.9, -7
40	CCc1cccc(NC(=O)CCCN2C(=O)C(c3ccccc3)Oc3cccnc32)c1 (stereo unspecified)
→ 2, -14, 35, 29, -7, 6, 3, -1.8, -4
41	COc1ccc(C(=O)NNC(=S)NC(=O)C(C)(C)C)cc1
→ 31, -1, -43, -13, 4, 30, -20, 1.6, -9
42	N#Cc1nc(Cc2ccccc2)oc1NCCCn1ccnc1
→ 11, -1, 6, 20, 1, 3, 16, 3.1, -2
43	Cc1nnc(NC(=O)C2CCN(S(=O)(=O)c3ccc(F)c(F)c3)CC2)o1
→ 16, 1, -6, -15, 0, 2, 2, -1.5, -2
44	CC(C)(C)N(Cc1cc2ccccc2[nH]c1=O)C(=O)c1cccnc1
→ -4, 1, 14, 10, -1, 1, -7, 2.2, 4
45	Cc1cc(=O)oc(C)c1C(=O)NCCC(C)C
→ 15, 0, 0, 8, 3, 2, -5, -0.8, -4
46	COc1ccc(Br)cc1CNC(=O)C1CCCN(S(=O)(=O)N2CC(C)CC(C)C2)C1 (stereo unspecified)
→ 20, 2, 27, 17, -2, 9, 23, 1.2, 1
47	O=C(O)C(O)c1ccccc1 (stereo unspecified)
→ 7&11, -1&-3, 12&-3, 4&-8, -9&-7, 13&10, -2&-2, -0.3&-2.9, -7&-1
48	O=C(COc1ccc2ccc(=O)oc2c1)NC1CCS(=O)(=O)C1 (stereo unspecified)
→ -10, 0, 7, -4, -3, 16, -12, 1.3, -1

Structural class, those above with fluorine (8)
Each structure is followed by: Mdm2-MdmX inh, GRIN3A LBD mod, tim23-1 inh, tim10-1 inh, XBP1 UPR activ, NLRP3 yeast inh, TIM10 inh, CHOP UPR activ, APJ ag
1	CCCCN(CCCC)CCCNC(=O)C1CC(c2cc(C(F)(F)F)cc(C(F)(F)F)c2)=NO1 (stereo unspecified)
→ 16, -2, 9, 2, 1, 5, -9, 0.2, 6
12	Cc1ccc(C(=O)NCC(c2ccc(F)cc2)N2CCOCC2)s1 (stereo unspecified)
→ 19, -1, 16, 2, -4, 12, 0, 0.9, -4
19	COC(=O)/C(=C\Nc1ccc(Oc2ccc(F)cc2F)nc1)NC(=O)c1ccccc1
→ 1, -1, -18, -8, 5, 15, -16, -0.3, -2
24	O=C(COC(=O)CCN1C(=O)C2CC=CCC2C1=O)NCCc1ccc(F)cc1 (stereo unspecified)
→ 1, 0, -5, -6, 4, -7, -10, 0.0, 2
29	O=C1S/C(=C\c2ccccn2)C(=O)N1Cc1ccccc1F
→ 6, 13*, -6, 10, 0, 0, 7, 0.5, -4
34	CSc1cccc(NC(=O)CN(C)S(=O)(=O)c2ccc(F)cc2)c1
→ 2, -3, 22, 20, -1, 11, 0, 2.7, 3
37	O=C1CN(C(=S)Nc2ccc(OC(F)F)cc2)CCN1
→ -5, -1, 5, 0, 0, 8, 9, 0.7, -1
43	Cc1nnc(NC(=O)C2CCN(S(=O)(=O)c3ccc(F)c(F)c3)CC2)o1
→ 16, 1, -6, -15, 0, 2, 2, -1.5, -2
